TSHR antag = Antagonists of the Thyroid Stimulating Hormone Receptor: HTS campaign | Thyrotropin receptor (Homo sapiens), P16473 | TSHR-expressing cells, TSH-stimulated cAMP HTRF, 2 h; active compounds read low | activity change, negative = inhibition, % at 11.5 µM | 330,000 tested, 0.2% active | AID 504810, 2011;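 active = activity change below a set negative limit, meaning inhibition stronger than a set level, cut at about -70% in these data; inconclusive = activity change between two set negative limits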; note: % is set by controls: 0 for no effect and ±100 for the full control effect
Target sequence (P16473 whole entry, looked up): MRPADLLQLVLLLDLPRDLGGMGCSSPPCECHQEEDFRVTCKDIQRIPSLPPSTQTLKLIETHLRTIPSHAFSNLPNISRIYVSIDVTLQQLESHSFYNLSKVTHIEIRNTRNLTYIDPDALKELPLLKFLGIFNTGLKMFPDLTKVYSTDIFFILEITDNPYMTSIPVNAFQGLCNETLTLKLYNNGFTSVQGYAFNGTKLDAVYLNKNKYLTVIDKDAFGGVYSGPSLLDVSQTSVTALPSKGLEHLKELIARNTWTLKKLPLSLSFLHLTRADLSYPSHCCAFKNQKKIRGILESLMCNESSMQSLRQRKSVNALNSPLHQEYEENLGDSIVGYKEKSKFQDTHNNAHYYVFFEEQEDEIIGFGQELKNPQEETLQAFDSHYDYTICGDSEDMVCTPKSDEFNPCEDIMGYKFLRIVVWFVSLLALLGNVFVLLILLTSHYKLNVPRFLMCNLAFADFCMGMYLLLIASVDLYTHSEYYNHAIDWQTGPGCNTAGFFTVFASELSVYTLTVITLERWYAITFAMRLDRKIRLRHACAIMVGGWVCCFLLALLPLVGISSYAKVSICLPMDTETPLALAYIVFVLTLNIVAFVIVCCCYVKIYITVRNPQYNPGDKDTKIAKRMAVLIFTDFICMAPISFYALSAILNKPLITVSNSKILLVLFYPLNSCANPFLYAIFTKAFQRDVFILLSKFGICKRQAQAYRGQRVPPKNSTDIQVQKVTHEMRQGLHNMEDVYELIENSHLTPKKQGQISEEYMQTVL
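TSHR-expressing cells, 200/well, pre-treated with compound, then stimulated with EC80 TSH (4nM final) for 2 hours at 37 deg C. cAMP measured by competitive HTRF: anti-cAMP cryptate antibody in lysis buffer plus cAMP-d2, read after 30 minutes at room temperature.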
Mito fusion yeast = qHTS Assay for Small Molecule Inhibitors of Mitochondrial Division or Activators of Mitochondrial Fusion; Potency, µM (doses to about 46.1 µM), inactives show at the top dose growth rescue (activation), most hits filed as activators; 320,000 tested, 0.23% active; AID 485298, 2010; S. cerevisiae fusion-defective mutant growth rescue, CellTiterGlo 48 h;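 note: potency is the fitted concentration of half-maximal effect; % of control where 0% means no effect; nearly all actives have a fitted effect of over 45% in size; temperature-sensitive fusion mutants such as fzo1-1 at 37 °C on non-fermentable ethanol glycerol medium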
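Compounds are tested for their ability to restore growth of mitochondrial fusion-defective yeast strains at non-permissive 37C in YPEG medium over 48 hours. Viability is quantified by luciferase luminescence.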
uPA generation = qHTS for Inhibitors of Cell Surface uPA Generation; cell surface uPA generation assay, qHTS; Potency, µM (series often up to 38.3 µM), for the others: top-dose activity change, negative = inhibition, usual class: inhibitors; 330,000 tested, 0.31% active; active = well fitted inhibition curve with a large enough effect; inconclusive = small, poorly fitted or top-dose-only effect; inactive = no such curve, though single readings can be large or run the other way; tested in mouse RAW 264.7 cells; note: potency is the fitted concentration of half-maximal effect; % is set by controls: 0 for no effect and ±100 for the full control effect; nearly all actives have a fitted effect of over 55% in size
USP2a block = qHTS Assay for Inhibitors of Ubiquitin-specific Protease USP2a Using CHOP2 as the Reporter | Ubiquitin carboxyl-terminal hydrolase 2 (Homo sapiens), O75604 | USP2 core, Ub-CHOP2 coupled fluorogenic reporter, 485/531 | Potency, µM (highest dose often 38.3 µM), for the others: top-dose activity change, negative = inhibition, most hits filed as inhibitors | 330,000 tested, 0.01% active | AID 463254, 2010;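 note: potency is the fitted concentration of half-maximal effect; plate controls were DMSO wells for no effect and full inhibition by NEM control for full effect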
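Cell-free coupled assay: 10nM USP2 core preincubated 30min RT with compound in Tris-HCl pH 8.0/CaCl2/CHAPS buffer, then 25nM Ub-CHOP2 and 25nM reporter substrate; fluorescence (Ex 485/Em 531) read after 60min RT, normalized to NEM inhibition, concentration-response curves fitted.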
TCR act = Activators of T cell receptors: qHTS campaign; primary human leukocytes, anti-CD3, IL-2 HTRF, 48 h; Potency, µM (top dose mostly 9.22 µM), for inactives: top-dose activation of IL-2 secretion, actives largely listed as activators; 330,000 tested, under 10 active; note: % of control where 0% means no effect
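Primary human leukocytes receive a-CD3 beads and test compound and are incubated 48 hr. Secreted IL-2 is then assayed by HTRF, measuring 665nm acceptor emission after 320nm excitation of the europium donor.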
BCR signal inh = qHTS Assay to Find Inhibitors of Chronic Active B-Cell Receptor Signaling. ABC-DLBCL IkBa-CBG/CBR reporter, luminescence ratio, 4 h. Potency, µM (highest dose often 46.1 µM), inactives show top-dose ratio change, negative = lower green/red ratio, usual class: inhibitors. 340,000 tested, 0.05% active; active = well fitted inhibition curve with a large enough effect in the signal ratio, with a control signal flat, not every such curve was filed as active; inconclusive = small, poorly fitted or top-dose-only effect, or effect the other way, or a change in a side signal; the % refers to the signal ratio;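 note: potency is the fitted concentration of half-maximal effect; plate controls were basal doxycycline-induced cells for no effect and cells given 10 µM MG132 for full effect; MG132 reads +100%, hits lower the ratio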
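Doxycycline induced both beetle luciferases in TMD8 lymphoma cells; IKK-driven degradation limits the IkappaBalpha-fused green signal, while red luminescence normalises for cell number and nonspecific effects. Compounds tested up to 46 uM, 4 hrs.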
ELG1 repair inh = qHTS screen for small molecules that inhibit ELG1-dependent DNA repair in human embryonic kidney (HEK293T) cells expressing luciferase-tagged ELG1; 330,000 tested, 2.3% active; Potency, µM (series often up to 46.1 µM), for inactives: top-dose activity change, negative = inhibition, actives largely listed as inhibitors; HEK293T ELG1-luciferase reporter, luminescence, 16 h; DNA damage induced by 5-fluorouridine; note: potency is the fitted concentration of half-maximal effect; % is set by controls: 0 for no effect and ±100 for the full control effect; nearly all actives have a fitted effect of over 55% in size
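DMSO vehicle served as the neutral condition. Each well held 2,000 cells given 5-fluorouridine plus compound; after 16 hr at 37 °C/5% CO2, ONE-Glo was added and luciferase measured 30 min later.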
TSG101-PTAP inh = qHTS Assay for Iinhibitors of HIV-1 Budding by Blocking the Interaction of PTAP/TSG101 | 340,000 tested, under 10 active | Potency, µM (top dose mostly 115 µM), for inactives: at the top dose activity change, negative = inhibition, usual class: inhibitors | AID 493005, 2010 | Fluorescence polarization, FITC-PTAP peptide / Tsg101 binding | Tumor susceptibility gene 101 protein (Homo sapiens), Q99816; active = well fitted inhibition curve with a large enough effect in the main read-out, with a control signal flat, not every such curve was filed as active; inconclusive = small, poorly fitted or top-dose-only effect, or effect the other way, or a change in a side signal; inactive = no such curve, though single readings can be large or run the other way; note: potency is the fitted concentration of half-maximal effect; % of control where 0% means no effect
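Steps: Tsg101 binding domain dispensed (10 uM final), compounds pinned in DMSO, FITC-labeled PTAP-motif peptide added (50 nM final); after 20 min binding at room temperature, polarization measured.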
Eya2 inh = qHTS Assay for Inhibitors of the Phosphatase Activity of Eya2. Protein phosphatase EYA2 (Homo sapiens), O00167. recombinant Eya2, OMFP fluorescence dephosphorylation (OMFP is methylfluorescein phosphate). Potency, µM (top dose mostly 76.9 µM), for inactives: top-dose activity, negative = inhibition, hits mostly inhibitors. 330,000 tested, 0.006% active; note: potency is the fitted concentration of half-maximal effect; % is set by controls: 0 for no effect and ±100 for the full control effect
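Eya2 (0.2 uM) preincubated 10 min at ambient with compound, then OMFP substrate added at 50 uM; 10 min reaction in 50 mM HEPES pH 7.5, 50 mM NaCl, 5 uM MgCl2, 0.05% BSA, 1 mM DTT. Fluorescence read at Ex 485/Em 525 nm.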
Tb PFK inh = qHTS Assay to Find Inhibitors of T. brucei phosphofructokinase; 330,000 tested, 0.17% active; ATP-dependent 6-phosphofructokinase (Trypanosoma brucei brucei), O15648; T. brucei PFK, ADP-Glo luminescence; Potency, µM (top dose mostly 57.5 µM), for the others: at the top dose activity, negative = inhibition, hits mostly inhibitors;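 note: potency is the fitted concentration of half-maximal effect; 0% = uninhibited 1x PFK enzyme wells and -100% = no-enzyme wells; nearly all actives have a fitted effect of over 60% in size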
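Activity is normalized to no-enzyme wells (full inhibition) and 1.25 nM enzyme wells (no inhibition). Reaction: 0.5 mM F6P, 0.1 mM ATP, 45 min RT, ADP-Glo luminescence; concentration-response curves fitted and classed by quality.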
B2AR arrestin = qHTS assay of beta-arrestin-biased ligands of beta2-adrenergic receptor | beta-arrestin recruitment to beta2AR, cell-based reporter | 330,000 tested, 0.02% active | Potency, µM (top dose mostly 46.1 µM), inactives show at the highest dose activation, hits mostly activators | Beta-2 adrenergic receptor (Homo sapiens), P07550 | AID 492947, 2010;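 note: potency is the fitted concentration of half-maximal effect; 0% = DMSO controls and full agonism = EC100 isoproterenol or metaproterenol; nearly all actives have a fitted effect of over 65% in size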
Target sequence (P07550 whole entry, looked up): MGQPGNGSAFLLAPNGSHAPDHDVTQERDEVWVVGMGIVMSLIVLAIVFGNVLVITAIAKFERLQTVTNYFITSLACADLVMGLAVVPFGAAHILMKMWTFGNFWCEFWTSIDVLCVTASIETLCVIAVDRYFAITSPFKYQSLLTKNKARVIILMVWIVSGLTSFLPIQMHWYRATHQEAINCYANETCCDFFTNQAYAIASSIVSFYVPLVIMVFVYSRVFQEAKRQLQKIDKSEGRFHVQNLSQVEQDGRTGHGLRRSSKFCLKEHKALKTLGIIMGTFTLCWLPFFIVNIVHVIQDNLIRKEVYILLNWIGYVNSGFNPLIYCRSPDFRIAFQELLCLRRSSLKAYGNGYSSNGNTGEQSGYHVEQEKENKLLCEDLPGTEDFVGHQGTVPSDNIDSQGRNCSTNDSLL
* = called active by the depositor; u = inconclusive; x = not tested or not shown; [ ] = dose if it differs, or a comment. Unless noted, calls come from the whole dose curve; as a rule, active = well fitted curve in the direction sought with a large enough effect; inconclusive = small, poorly fitted or top-dose-only effect, or another doubt; inactive = no such curve, though single readings can be large; an effect the other way counts as inactive or inconclusive.

SMILES	TSHR antag	Mito fusion yeast	uPA generation	USP2a block	TCR act	BCR signal inh	ELG1 repair inh	TSG101-PTAP inh	Eya2 inh	Tb PFK inh	B2AR arrestin
CCOc1ccc2ccccc2c1/C=N/NC(=O)CNC(=O)C(c1ccccc1)c1ccccc1	-6.0	6.2%	7.7%	2.7%	-0.6%[46.1 µM]	12.6%	-24.1%	-1.2%	2.3%	0.0%	-0.8%
Cn1nc(C(=O)NC2CCC(O)CC2)c2ccccc2c1=O (stereo unspecified)	4.6	-0.7%	-1.1%	-0.6%	3.1%	-3.0%	24.5%	-5.9%	1.4%	-1.4%	0.3%
CCCN(CCC)c1nc(N)c(C#N)c(CC#N)c1C#N	10.0	-3.6%	-9.7%	-4.3%	4.4%	15.1%	-25.7%	-7.9%	-3.1%	3.4%	-0.9%
Cc1ccc(NC(=O)NCCCN2CCCC2=O)cc1Cl	9.0	0.6%	-0.4%	0.0%	3.7%	1.6%	u	0.9%	5.0%	-0.1%	0.2%
O=C(CN(c1ccc(F)cc1)S(=O)(=O)c1ccccc1)NCc1ccco1	-2.5	-3.2%	2.3%	-1.3%	-5.8%	-3.1%	3.9%	-1.6%	-1.9%	-5.0%	0.1%
CC1CC(C)CN(C(=O)COc2ccc(-c3nnco3)cc2)C1 (stereo unspecified)	-9.6	0.1%	0.9%	0.7%	-3.9%	-5.9%	2.0%	-3.1%	9.6%	3.9%	-0.9%
Cc1cc(OCC(=O)O)c2cccc(C)c2n1	-11.3	-0.1%	0.9%	1.8%	x	-1.2%	-0.3%	-4.5%	-11.8%[15.4 µM]	6.2%	0.3%
CCOC(=O)c1[nH]c(C)c(C(=O)NCCCOC(C)C)c1C	8.1	-17.6%	x	0.1%	-32.5%	6.8%	9.7%	-1.4%	-21.9%	-6.6%	-1.5%
CCN(C(=O)N1CCOCC1)c1ccccc1	0.1	1.7%	-1.4%	3.8%	-3.3%	-4.1%	-1.7%	-0.4%	3.9%	2.3%	0.5%
NS(=O)(=O)c1ccc(CCNC(=O)CCCNC(=O)c2ccc(Cl)cc2)cc1	-4.3	9.3%	0.9%	0.6%	-2.5%	-0.6%	7.8%	-1.7%	-4.2%	1.1%	0.5%
O=C(COc1cccnc1[N+](=O)[O-])Nc1cccc(Br)c1	-19.2	x	-1.2%	5.8%	2.7%	u	u	1.6%	1.1%	0.2%	-1.3%
CCN(CC(=O)Nc1cc(Cl)ccc1C)C(=O)CSCc1ccc(C)cc1	7.4	4.3%	2.4%	3.8%	-0.8%	-3.4%	-29.4%	-1.8%	-4.3%	-1.0%	-0.4%
O=C(NC(=S)Nc1ccccc1N1CCCC1)c1ccccc1Br	3.2	8.0%	x	1.9%	x	u	-0.7%	x	0.1%	4.5%	0.4%
CCC(C)C(=O)Nc1ccc(OC)cc1[N+](=O)[O-] (stereo unspecified)	-0.9	-5.1%	-6.0%	1.5%	-3.0%[46.1 µM]	1.0%	u	-0.5%	-1.5%	0.2%	0.3%
CC(C)Cn1c(SCC(=O)N2CCCCC2)nc2ccccc2c1=O	-6.2	16.6%	0.6%	1.3%	-4.8%[46.1 µM]	u	u	-2.1%	-2.7%	0.4%	0.1%
Cc1ccccc1-n1c(SCC(=O)c2c(N)n(C)c(=O)n(C)c2=O)nc2sc3c(c2c1=O)CCCC3	7.9	1.3%	-2.1%	2.6%	-4.7%[46.1 µM]	u	1.64µM*	-5.5%	-1.4%	1.5%	-0.5%
CC(=O)c1cccc(N=C2NC(=O)CS2)c1	-1.6	0.2%	6.8%	-0.3%	7.9%	u	8.9%	0.3%	-11.8%	-1.7%	-0.7%
Cc1nnc2c3ccccc3c(-c3cccc4ccccc34)nn12	2.1	0.9%	x	-1.4%	-4.0%	-14.8%	u	-4.2%	-4.4%	-1.1%	0.6%
CCc1c(C)nc2cc(-c3ccccc3)[nH]n2c1=O	-11.9	0.0%	-10.7%	0.1%	-9.1%	-2.4%	u	-1.0%	-4.4%	1.0%	0.3%
Cc1ccccc1-c1noc(CCC(=O)NCC2CCCO2)n1 (stereo unspecified)	2.5	0.8%	x	5.2%	1.6%	13.3%	3.5%	0.4%	12.0%	-1.0%	0.1%
Cc1cc(C)n(-c2nc(NCCO)c3c4c(sc3n2)CCCC4)n1	-6.4	11.4%	-12.5%	0.2%	-2.6%	u	u	-4.5%	15.5%	0.2%	0.3%
CS(=O)(=O)c1cccc(C(=O)Nc2nnc(C3=COCCO3)o2)c1	-3.7	3.6%	-1.5%	-5.9%	x	4.8%	10.7%	-2.3%	1.7%	-2.6%	-1.1%
C=CCNC(=O)COc1cc(C)ccc1C	-4.5	8.3%	-0.3%	2.8%	2.3%[46.1 µM]	-1.1%	-3.9%	1.2%	-4.4%	-3.3%	0.1%
Cc1cccc(OCC(=O)N/N=C/c2cc([N+](=O)[O-])ccc2N2CCOCC2)c1	-4.3	-0.4%	0.4%	0.5%	-2.7%[46.1 µM]	0.5%	u	-0.1%	8.0%	-9.0%	0.1%
O=C(CCCc1cccs1)Nc1nccs1	7.7	-1.4%	-1.3%	0.4%	x	1.9%	u	-0.8%	-0.1%	-5.4%	-0.8%
COc1ccc2nc3ccccc3nc2c1NC(=O)c1ccc(Cl)cc1Cl	13.1	-6.9%	-1.7%	6.2%	4.7%[46.1 µM]	-7.2%	u	u	0.0%	-2.0%	-0.6%
COc1ccc(S(=O)(=O)N2CCN(c3ccc4nnc(-c5ccccc5)n4n3)CC2)cc1	-19.3	4.8%	u	-0.5%	3.5%	9.7%	u	0.1%	-2.2%	-0.2%	0.6%
COc1ccc2c(c1OC)C(=O)OC2Nc1nc2ccccc2s1 (stereo unspecified)	-0.7	1.4%	16.7%	-5.7%	-10.5%	16.1%	u	0.2%	2.9%	-4.2%	0.0%
O=C(C[n+]1ccc(-c2nnc3n2CCC3)cc1)c1ccc(Cl)cc1	-1.7	-5.2%	-1.1%	6.2%	0.1%[46.1 µM]	-1.0%	5.7%	0.0%	-3.2%	-2.6%	-0.1%
C=CCSCC1Nc2cc(Cl)c(S(N)(=O)=O)cc2S(=O)(=O)N1 (stereo unspecified)	3.9	12.2%	3.1%	-1.6%	6.5%	-13.0%	15.2%	0.7%	-27.9%	-13.7%	-0.2%
CCC1(CC)NC(=O)N(CC(=O)OC(C)C(=O)Nc2cc([N+](=O)[O-])ccc2OC)C1=O (stereo unspecified)	5.6	0.4%	-6.9%	1.8%	17.1%	7.4%	-23.1%	-4.2%	8.3%	-8.5%	0.2%
CCOCCCn1c(=S)[nH]c2cc(C(=O)NCCOC)ccc2c1=O	-6.4	0.9%	-0.2%	-5.4%	1.7%	0.8%	-6.3%	-5.4%	0.8%	1.4%	0.1%
CN(CC(=O)Nc1cccc(F)c1)C(=O)c1ccccc1Cc1ccccc1	10.5	13.0%	14.2%	-5.5%	-13.7%	6.3%	28.6%	0.7%	15.2%	-2.6%	0.2%
Cc1ccccc1OCC(O)Cn1c(NCCN(C)C)nc2c1c(=O)n(C)c(=O)n2C (stereo unspecified)	0.6	-3.3%	x	4.6%	x	2.2%	-0.8%	x	12.7%	3.4%	-0.8%
CCOC(=O)c1cn(CC(=O)Nc2ccc(C(C)C)cc2)nn1	11.3	-3.1%	-3.2%	-0.1%	-1.7%	-5.3%	-10.1%	-12.0%	-3.8%	2.4%	-0.1%
Cc1nnc(-c2cccc(C(F)(F)F)c2)nc1N1CCOCC1	-4.9	1.8%	-3.3%	-1.1%	3.0%	-0.5%	-6.7%	1.5%	-7.0%	-0.4%	-0.1%
Cc1cnc(CN(C)C(=O)C2CCC(=O)N(CCc3ccccc3)C2)[nH]1 (stereo unspecified)	5.0	-15.0%	-18.6%	-1.8%	-3.1%	-11.3%	17.1%	-4.2%	3.5%	0.6%	-0.4%
COc1cccc(N=C2NC(=O)/C(=C/c3cc([N+](=O)[O-])ccc3O)S2)c1	-13.8	0.2%	1.4%	2.2%	-0.1%	5.8%	0.7%	12.8%	5.0%	-5.4%	0.1%

High-throughput results (PubChem)
